Screening data deposited in PubChem BioAssay by several laboratories.
PMI act hi M6P – human PMI activators, high substrate, primary screen, biochemical, fluorescence intensity, near-saturating mannose 6-phosphate; Mannose-6-phosphate isomerase (Homo sapiens), P34949; coupled PMI enzyme assay, resazurin fluorescence, 20 min; hits give high values; 1 = untreated enzyme, 0 = substrate-free blank; activation factor at 20 µM; 190,000 compounds, 0.34% hits; AID 1216, 2008;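 active = activation factor of 2 or more at 20 µM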
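Material: human phosphomannose isomerase with PGI, G6PDH, diaphorase coupling enzymes; amount: PMI at 15 ng/mL final; also added: Mannose-6-phosphate 1.0 mM (near-saturating) plus 0.22 mM NADP+; incubation: enzyme reaction with compound 20 min at room temperature; signal: resorufin fluorescence (Ex 544/Em 590 nm) from resazurin via diaphorase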
TNAP inh noacc – human TNAP enzyme inhibitors, primary screen, biochemical, luminescent, no phosphate acceptor, uHTS | purified TNAP, CDP-star luminescence, 30 min | AID 1012, 2008 | inhibition, % at 20 µM | Alkaline phosphatase, tissue-nonspecific isozyme (Homo sapiens), P05186 | 200,000 compounds, 0.26% hits;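 active = tissue-nonspecific alkaline phosphatase inhibition above about 50% at 20 µM in the single-dose screen, limit read from the data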;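 also: 0% = DMSO negative control and 100% = EDTA positive control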
Target sequence (P05186 whole entry, looked up): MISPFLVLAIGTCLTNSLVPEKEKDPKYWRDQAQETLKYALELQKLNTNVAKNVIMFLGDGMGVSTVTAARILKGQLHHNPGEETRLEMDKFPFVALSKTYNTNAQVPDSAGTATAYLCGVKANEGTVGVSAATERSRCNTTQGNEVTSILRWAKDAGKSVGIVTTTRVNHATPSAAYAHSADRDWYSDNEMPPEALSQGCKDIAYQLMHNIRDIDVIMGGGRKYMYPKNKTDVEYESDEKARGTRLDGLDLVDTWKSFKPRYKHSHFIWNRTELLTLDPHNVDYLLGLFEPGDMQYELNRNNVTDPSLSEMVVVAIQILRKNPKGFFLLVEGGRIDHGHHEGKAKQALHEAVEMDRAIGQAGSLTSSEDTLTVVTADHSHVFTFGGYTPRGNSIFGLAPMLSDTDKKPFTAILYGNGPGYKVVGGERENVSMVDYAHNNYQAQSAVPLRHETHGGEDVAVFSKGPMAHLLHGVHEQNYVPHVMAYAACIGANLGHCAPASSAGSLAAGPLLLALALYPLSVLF
Diaph act CS – compounds boosting diaphorase resazurin reduction – biochemical, uHTS, resorufin fluorescence, counter-screen for diaphorase-coupled primary assays, primary screen; Diaphorase/resazurin coupled assay, 16 min; hits give high values; 1 = vehicle wells, 0 = NADH-free wells; activation factor at 20 µM; 190,000 compounds, 0.005% hits;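 active = diaphorase activity raised at least twofold by the compound at 20 µM; inactive = activation factor below 2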
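test system = bacterial diaphorase enzyme (C. kluyveri) | quantity = enzyme 0.07 U/mL final | reagent = NADH substrate 0.114 mM plus resazurin dye 0.1 mM, final | incubation = 16 min enzyme reaction, ambient temperature | buffer or medium = HEPES pH 7.4 buffer with MgCl2 and Tween 20 | signal = fluorescence of resorufin, 544 nm excitation, 590 nm emission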
G6PDH CS – L. mesenteroides G6PDH inhibitors, counter-screen for G6PDH-coupled screening assays, biochemical, Leuconostoc mesenteroides enzyme; inhibition, % at 5 µM; glucose-6-phosphate dehydrogenase [Leuconostoc mesenteroides]; Purified L. mesenteroides G6PDH, diaphorase/resazurin coupled fluorescence, 45 min; 200,000 compounds, 0.12% hits; in the data active = inhibition above about 50%
Diaph inh CS – diaphorase inhibitors and chemical oxidizers, primary screen, counter-screen for diaphorase-coupled primary assays, biochemical, uHTS, resorufin fluorescence; diaphorase resazurin-to-resorufin fluorescence, NADH, 16 min; bacterial (C. kluyveri) enzyme, not human; inhibition, % at 20 µM; 190,000 compounds, 0.69% hits; AID 1217, 2008;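 active = primary screen inhibition at 20 µM above a set limit, cut at about 50% in these data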;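 also: plate controls were DMSO with full reaction for no effect and wells lacking NADH for full effect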
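Assay system – diaphorase enzyme from Clostridium kluyveri · Amount – diaphorase 0.14 U/mL (working solution) · Times – reaction incubation of 16 min at room temperature · Controls – No-NADH positive control and DMSO neutral control · Signal – resorufin fluorescence 544/590 nm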
Efa HMGR inh – inhibitors of E. faecalis class II HMGR, primary screen, biochemical, Enterococcus faecalis; 190,000 compounds, 0.41% hits; purified E. faecalis HMGR, NADPH absorbance 340 nm kinetic; AID 1066, 2008; inhibition, % at 10 µM;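 active = inhibition above a set limit, the median over all tested compounds plus 3 SD, cut at about 9.5% in these data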;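 also: enzyme runs in reverse so mevalonate oxidation gives rising NADPH absorbance; 0% = complete reaction with DMSO and 100% = background rate lacking mevalonate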
TNAP act hi DEA – TNAP activators at high phosphate acceptor level, primary screen, biochemical, luminescence, uHTS; purified TNAP, CDP-star luminescence, 1 M DEA, 30 min; hits give high values; 0 = EDTA background, 1 = DMSO-only activity; activation factor at 20 µM; 200,000 tested, under 10 active; AID 1136, 2008;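 active = activation factor at least 2 at 20 µM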
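Measured by: Luminescent substrate turnover signal | Test system: Human TNAP | Input: TNAP 1/800 final | Dosing: 20 µM single point | Schedule: 30 min, room temperature | Controls: EDTA wells as negative control, DMSO wells as positive control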
PMI activator – activators of human PMI, primary screen, biochemical, fluorescence intensity, near-Km mannose 6-phosphate; purified human PMI, coupled resazurin fluorescence, 20 min; hits give high values; 1 = vehicle control, 0 substrate-free wells; activation factor at 20 µM; 190,000 compounds, 0.005% hits;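 active = activation factor of 2 or more at 20 µM, relative to plate controls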
TNAP inh hi DEA – human TNAP enzyme inhibitors, primary screen, biochemical, luminescent, high phosphate acceptor level, uHTS; Alkaline phosphatase, tissue-nonspecific isozyme (Homo sapiens), P05186; AID 1135, 2008; inhibition, % at 20 µM; 200,000 compounds, 0.03% hits; purified TNAP, CDP-star luminescence, 1 M DEA;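 active = over 50% inhibition of tissue-nonspecific alkaline phosphatase at 20 µM in the single-dose screen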;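 also: plate controls were DMSO wells for no effect and EDTA-quenched wells as full inhibition for full effect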
FLuc stim CS – FLuc activators, initial screening, artefact control for FLuc-dependent activation tests, biochemical, ATPlite luminescence; Luciferin 4-monooxygenase (Photinus pyralis), P08659; ATPlite luciferase biochemical, 10 min; 0 = ATP-free wells, 1 = DMSO control; activation factor at 10 µM; 200,000 tested, under 10 active; AID 1027, 2008;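 active = luciferase activation factor, scaled between plate controls, of at least 2 with compound at 10 µM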
Target sequence (P08659 whole entry, looked up): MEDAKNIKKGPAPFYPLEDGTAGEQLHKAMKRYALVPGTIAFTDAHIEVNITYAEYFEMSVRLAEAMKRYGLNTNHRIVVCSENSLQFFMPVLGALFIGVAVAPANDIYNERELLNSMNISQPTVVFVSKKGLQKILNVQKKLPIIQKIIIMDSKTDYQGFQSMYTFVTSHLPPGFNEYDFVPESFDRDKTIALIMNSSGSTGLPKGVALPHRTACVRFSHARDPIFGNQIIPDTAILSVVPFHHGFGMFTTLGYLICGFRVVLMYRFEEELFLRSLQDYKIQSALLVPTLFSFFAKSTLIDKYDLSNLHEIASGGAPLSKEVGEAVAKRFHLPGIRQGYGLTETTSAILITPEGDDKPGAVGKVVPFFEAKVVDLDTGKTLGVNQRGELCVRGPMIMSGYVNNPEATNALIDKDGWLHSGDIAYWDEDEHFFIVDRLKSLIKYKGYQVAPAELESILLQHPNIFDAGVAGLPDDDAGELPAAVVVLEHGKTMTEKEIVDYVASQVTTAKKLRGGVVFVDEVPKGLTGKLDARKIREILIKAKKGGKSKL
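test system = cell-free luciferase reagent | medium = PBS as buffer for the ATP substrate | dosing = test compounds dosed from 2 mM stocks in 100% DMSO | incubation = 10 min at ambient temperature | detection = luminescence measurement of luciferase light output | benchmarks = low control with PBS replacing ATP, high control enzyme plus ATP without compound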
Active calls of the source: *; · = not tested or not shown.

SMILES	PMI act hi M6P	TNAP inh noacc	Diaph act CS	G6PDH CS	Diaph inh CS	Efa HMGR inh	TNAP act hi DEA	PMI activator	TNAP inh hi DEA	FLuc stim CS
CSCCC(NC(=O)c1ccc(Cl)cc1)C(=O)OCC(C)=O (stereo not drawn)	0.9	-4	0.9	7	6	-2	1	0.9	-2	1
CCCNC(=O)c1ccc2snnc2c1	0.8	-9	1	6	4	-1	1.1	0.9	-5	1
Cc1ccc(/C=C/C(=O)c2ccccc(=O)c2O)cc1C	1.4	7	0.6	4	40	-1	0.9	1.2	7	0.8
Cc1csc2nc(CNC(=O)c3cccc(C(F)(F)F)c3)cn12	1	-11	0.9	3	9	-5	1	0.9	2	1
Cc1cccc2cc(C3CC(c4cccs4)=NN3C(=O)CCC(=O)O)c(Cl)nc12 (stereo not drawn)	0.9	-14	0.8	-6	19	-2	1	0.8	-1	1
CC1(CCc2ccccc2)NC(=O)N(Cc2cc([N+](=O)[O-])cc3c2OCOC3)C1=O (stereo not drawn)	0.8	-14	0.8	6	20	-2	1	1	1	1
Cc1ccc(S(=O)(=O)N(CC(=O)N/N=C/c2ccco2)c2cc(Cl)cc(Cl)c2)cc1	0.8	-26	0.8	8	20	3	1	0.7	0	1.1
O=C(CNC(=O)c1cc(=O)[nH]c2ccccc12)Nc1ccc(F)c(F)c1	0.9	-12	0.9	1	13	-3	1.1	1	-7	1.1
Cc1cc(NC(=O)CN2C(=O)NC(CCc3ccccc3)C2=O)no1 (stereo not drawn)	1	-14	0.9	0	10	-4	1	1	-3	1.1
CCOC(=O)N1CCN(C(=O)c2cc3c(=O)[nH]c4ccccc4c3s2)CC1	1	-7	0.8	9	21	-3	1	1	0	1
N/C(=N\OC(=O)COc1ccccc1)c1ccc(Cl)cc1	0.9	-5	0.9	3	10	-7	1	0.9	1	1
CC(Sc1nc2ccccc2s1)C(=O)c1c(N)n(C)c(=O)n(C)c1=O (stereo not drawn)	1	-15	0.8	-6	21	-1	1	0.9	-3	1

Eight consecutive entries already listed:
SMILES	PMI act hi M6P	TNAP inh noacc	Diaph act CS	G6PDH CS	Diaph inh CS	Efa HMGR inh	TNAP act hi DEA	PMI activator	TNAP inh hi DEA	FLuc stim CS
Cc1cccc2cc(C3CC(c4cccs4)=NN3C(=O)CCC(=O)O)c(Cl)nc12 (stereo not drawn)	0.9	-14	0.8	-6	19	-2	1	0.8	-1	1
CC1(CCc2ccccc2)NC(=O)N(Cc2cc([N+](=O)[O-])cc3c2OCOC3)C1=O (stereo not drawn)	0.8	-14	0.8	6	20	-2	1	1	1	1
Cc1ccc(S(=O)(=O)N(CC(=O)N/N=C/c2ccco2)c2cc(Cl)cc(Cl)c2)cc1	0.8	-26	0.8	8	20	3	1	0.7	0	1.1
O=C(CNC(=O)c1cc(=O)[nH]c2ccccc12)Nc1ccc(F)c(F)c1	0.9	-12	0.9	1	13	-3	1.1	1	-7	1.1
Cc1cc(NC(=O)CN2C(=O)NC(CCc3ccccc3)C2=O)no1 (stereo not drawn)	1	-14	0.9	0	10	-4	1	1	-3	1.1
CCOC(=O)N1CCN(C(=O)c2cc3c(=O)[nH]c4ccccc4c3s2)CC1	1	-7	0.8	9	21	-3	1	1	0	1
N/C(=N\OC(=O)COc1ccccc1)c1ccc(Cl)cc1	0.9	-5	0.9	3	10	-7	1	0.9	1	1
CC(Sc1nc2ccccc2s1)C(=O)c1c(N)n(C)c(=O)n(C)c1=O (stereo not drawn)	1	-15	0.8	-6	21	-1	1	0.9	-3	1

Next structures.
SMILES	PMI act hi M6P	TNAP inh noacc	Diaph act CS	G6PDH CS	Diaph inh CS	Efa HMGR inh	TNAP act hi DEA	PMI activator	TNAP inh hi DEA	FLuc stim CS
COc1ccccc1CNC(=O)C(=O)NCC1OCCN1C(=O)c1cccs1 (stereo not drawn)	0.9	-9	0.9	0	14	-8	1	0.9	-3	1.1
CC1(C)CC(=O)C(C=Nc2ccc(N)cc2)=C(O)C1	0.7	-4	1	0	3	-3	1	1	2	1
Cc1ccc2cc(C)c3nnc(SCC(=O)Nc4nc5c(s4)CCCC5)n3c2c1C	1	8	0.7	6	27	-4	1	1	-3	1.1
c1ccc2cc(-c3cc4ccccn4c3)ccc2c1	1.6	-7	0.9	12	12	-2	1.1	1.4	-6	0.9
O=C(CSc1nnnn1-c1ccccc1)NCc1cccs1	1.1	-13	0.9	6	7	-4	1.1	1.1	-8	1.1
O=C(NCc1cccnc1)C1CC(=O)N(C2CCCCC2)C1 (stereo not drawn)	1.1	-9	1	3	0	-6	1	1.1	-3	1
CN(C)CCCN1C(=O)C(O)=C(C(=O)c2cc3ccccc3o2)C1c1ccccc1 (stereo not drawn)	1.2	-5	0.9	5	11	-4	1.1	1.1	-6	1.1
COc1ccccc1C(=O)Nc1nnc(SCC(=O)Nc2ccc3c(c2)oc2ccccc23)s1	1	4	0.9	0	14	-5	1	0.9	-3	0.8
O=C(COC(=O)c1c[nH]c(=O)[nH]c1=O)Nc1ccccc1	1	-6	1.1	5	-5	-10	1	1.1	-4	1.1
Cc1ccccc1CSc1ncnc2ccccc12	1	1	0.8	3	19	-2	1	0.9	2	1.1
COc1cc(OC)c(C2Oc3nc(SC)nnc3-c3ccccc3N2C(C)=O)cc1OC (stereo not drawn)	1	-2	0.9	5	12	1	1	1.1	-2	1
COc1ccc2[nH]c(=O)c(CN(Cc3nnnn3Cc3ccccc3)CC3CCCO3)cc2c1 (stereo not drawn)	0.9	-8	0.8	6	17	5	1.1	1.1	-5	1.1
CS(=O)(=O)N(CC(=O)NC1CCCCC1)Cc1ccc(Cl)cc1	1.1	-7	1	6	-1	-3	1	1	-3	1
COc1ccc(CNCCSc2nnnn2C)cc1OC	1	-9	0.9	1	7	-6	1	1	-4	1
Cc1cccc(NC(=O)c2ccc3ccccc3n2)n1	0.9	-8	0.9	-26	13	1	1.1	0.9	-7	0.7
O=C(NC(=S)N1CCc2ccccc21)C1CCC1	0.9	-10	1	8	1	-4	1	0.9	0	1
Cc1cc(C(=O)Nc2c(C)nn(Cc3c(Cl)cccc3Cl)c2C)no1	1	-11	0.9	1	9	-2	1.1	1	-6	1
Cc1ccc(NC(=O)CSc2nnc(-c3ccco3)c(-c3ccco3)n2)cc1	0.6	-10	0.5	24	48	-8	1	1.1	2	0.9
COc1ccc(NC(=O)C(c2ccc(C)cc2)N(C)C(=O)CNC(C)=O)cc1 (stereo not drawn)	1	-12	1	-3	4	2	1	1	-4	1.1
CCOC(=O)Nc1ccc2c(c1)OCO2	0.8	-7	1	4	4	-1	1	0.9	0	1
COc1cc(/C=C2\SC(=Nc3ccccc3)N(CCc3c[nH]c4ccccc34)C2=O)ccc1OC(C)C(=O)O (stereo not drawn)	0.9	-9	0.8	1	18	2	1	0.9	5	1
C=CCC1(CC=C)CCCN1C(=O)CC1C(=O)NCCN1Cc1ccccc1OC (stereo not drawn)	·	-9	·	5	·	-3	1	·	-1	1
O=C(O)CN1C(=O)/C(=C/C=C/c2ccccc2)SC1=S	0.9	4	0.9	1	6	-6	0.9	1	10	0.2
CCCNC(=O)COC(=O)CCC(=O)c1cccs1	1	-12	0.8	3	16	1	1.1	1	-7	1.1
Cc1ccc(S(=O)(=O)N2CCOCC2)cc1NC(=O)COC(=O)CNC(=O)c1ccccc1	1	-8	0.9	10	7	0	1	1	2	1
CC(C)c1onc(C(=O)N(C)Cc2ccccc2)c1[N+](=O)[O-]	1	-13	1	16	-3	-4	1	0.9	-4	1
COc1ccc(NC(=O)NCc2ccccn2)cc1OC	0.9	-6	0.9	3	7	-1	1	1	0	1.1
O=C(c1cccnc1)N1N=C2CCCCCC2C1(O)C(F)(F)F (stereo not drawn)	0.9	5	0.9	3	5	-5	1	1	4	1
COc1ccc(-c2cc3nc(C)cc(N4CC(C)CC(C)C4)n3n2)cc1 (stereo not drawn)	0.9	0	0.8	3	18	-3	1	0.8	-2	1
CCCCOc1ccc(C(=O)NCC(=O)NCC(=O)OCC)cc1	1.1	-4	1.2	8	-16	-3	1.1	1.1	-6	1
Cc1cc(NC(=O)CSc2ccc(-c3ccccc3)nn2)no1	1	-1	0.8	1	16	-1	1	1	-5	1.1
CC(=O)NC1=NN(C(C)=O)C(c2ccc(F)cc2)S1 (stereo not drawn)	1	-9	1	-3	4	0	1	1	-1	1
CCOC(=O)C/C(C)=N\Nc1ccc([N+](=O)[O-])cc1[N+](=O)[O-]	0.9	-11	0.9	4	8	2	1	1	4	0.9
Cc1cc(-c2ccccc2)n(-c2ccc(C(=O)N3CCN(c4ncccn4)CC3)cc2)n1	0.9	-12	0.8	-44	20	-5	1.1	0.9	-5	1.1
CCN1/C(=C/c2ccc3cccc(C)c3[n+]2CC)Sc2ccccc21	1.1	31	1.2	-6	-21	-3	0.7	1	27	1
CCOC(=O)c1snc(C(=O)NC2CCCCC2)c1N	1	-8	0.9	3	14	-8	1.1	0.9	-7	1
CCOC(=O)C1=C(C)NC(C)=C(C(=O)OCCNC(=O)c2cccnc2)C1c1cccc([N+](=O)[O-])c1 (stereo not drawn)	0.9	0	0.9	0	9	-3	1	0.9	0	1
